RXFP1 antagonist = RXFP1 (human) relaxin receptor antagonism; Q9HBX9; HEK293-RXFP1, relaxin-stimulated cAMP HTRF, 30 min; active compounds read low; activity change, negative = inhibition, % at 57.5 µM; 350,000 compounds, 0.59% hits;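 active = activity change of -60% or lower, but not beyond a set lower limit; inconclusive = change between -60% and -40%, or beyond the set limit; inactive = change above -40%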; also: % is scaled to controls: 0 for no effect and ±100 for the full control effect
Target sequence (Q9HBX9 whole entry, looked up): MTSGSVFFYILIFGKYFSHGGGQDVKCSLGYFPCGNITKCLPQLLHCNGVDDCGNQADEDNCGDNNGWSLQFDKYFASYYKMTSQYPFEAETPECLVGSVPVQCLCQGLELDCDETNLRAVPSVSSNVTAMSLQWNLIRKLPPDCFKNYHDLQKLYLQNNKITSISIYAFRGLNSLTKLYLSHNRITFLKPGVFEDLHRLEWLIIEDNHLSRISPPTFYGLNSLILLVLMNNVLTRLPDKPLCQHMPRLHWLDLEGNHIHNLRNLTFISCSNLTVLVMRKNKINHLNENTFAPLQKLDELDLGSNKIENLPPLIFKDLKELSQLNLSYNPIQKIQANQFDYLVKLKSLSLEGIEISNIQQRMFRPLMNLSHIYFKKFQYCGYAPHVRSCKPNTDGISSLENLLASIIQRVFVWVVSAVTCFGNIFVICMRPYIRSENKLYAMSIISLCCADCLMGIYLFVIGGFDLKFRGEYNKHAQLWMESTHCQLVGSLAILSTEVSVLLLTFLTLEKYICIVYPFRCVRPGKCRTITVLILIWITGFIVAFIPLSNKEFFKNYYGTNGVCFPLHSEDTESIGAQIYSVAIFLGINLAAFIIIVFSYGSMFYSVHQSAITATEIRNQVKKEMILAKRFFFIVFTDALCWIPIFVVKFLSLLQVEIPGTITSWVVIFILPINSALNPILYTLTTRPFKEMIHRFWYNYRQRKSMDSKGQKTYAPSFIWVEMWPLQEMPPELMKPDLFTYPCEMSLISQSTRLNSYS
RXFP1 agonist = activates the human relaxin receptor RXFP1; Q9HBX9; HEK293T-RXFP1 cAMP TR-FRET, 30 min; response scale: percent of porcine relaxin response, buffer zero; Potency, µM (highest dose often 57.5 µM), inactives show at the highest dose activation, actives largely listed as activators; 370,000 compounds, 0.3% hits; AID 2676; also: potency is read from the fitted curve at half-maximal effect; % is scaled to controls: 0 for no effect and ±100 for the full control effect; nearly all actives have a fitted effect of over 60% in size; many of its hits are not listed in these tables
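Agonist response is measured as cAMP accumulation in an RXFP1-transfected HEK293T line under PDE4 inhibition. Values are scaled between buffer-only and 29 nM porcine relaxin, and EC50s come from standard Hill equation fits.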
D2 PAM = D2 dopamine receptor (human) potentiation | AID 485347 | 340,000 compounds, 0.34% hits | HEK293 T-REx D2, calcium flux, EC20 dopamine potentiation | potentiation, % at 10 µM | P14416;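 active = potentiation over 3 SD above the plate norm, cut at about 30% in these data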; also: 0% is about no effect
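Calcium flux readout, no-wash dye, 1 read/s. Inducible HEK293 Trex D2 line, overnight 30 C. Compound alone 180 s (agonist flags), then EC20 dopamine, another 180 s to score potentiation.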
TRHR PAM = allosteric enhancers of human TRH receptor. P34981. AID 493056. 360,000 compounds, 0.66% hits. TRHR cells, fluo-8 calcium fluorescence, EC20 TRH enhancement. enhancement, % at 2 µM; in the data active = enhancement above about 30%; also: 0% is about no effect
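Enhancer read-out: after compound pinning and an initial kinetic agonist-mode read, an EC20 of TRH (10 nM final) was injected and fluo-8 calcium signal (Ex 480/Em 530) followed at 1 s/cycle for 100 cycles in TRHR-expressing cells.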
D1 antag = human D1 dopamine receptor antagonism; HEK293 TREx D1 cells, calcium flux, dopamine EC80; active compounds read low; activity change, negative = inhibition, % at 10 µM; 360,000 compounds, 3.2% hits; AID 504652; in the data active = activity change below about -30%; also: % is scaled to controls: 0 for no effect and ±100 for the full control effect
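Using tetracycline-induced force-coupled D1 Hek293 cells and a calcium dye, signals were followed for 180 s after compound, then for 180 s after EC80 dopamine, to detect inhibitors.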
D1 agonist = human D1 receptor agonism. P21728. HEK293 T-REx D1 cells, calcium flux, agonist mode. activation, % at 2 µM. 360,000 compounds, 1% hits; in the data active = activation above about 30%; also: 0% is about no effect
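Agonism was scored from calcium flux recorded over 180 s (1 read/s) after pintool compound addition, following a 10-cycle baseline. Cells were inducible force-coupled HEK293 TREx D1, plated overnight at 30 C and loaded with no-wash calcium dye.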
D1 potentiator = potentiators of human D1 dopamine receptor; P21728; HEK293 TREx D1 cells, calcium flux, dopamine EC20 potentiation; potentiation, % at 10 µM; 360,000 compounds, 0.036% hits; AID 504651; in the data active = potentiation above about 30%; also: 0% is about no effect
Apoferritin bind = binds horse apoferritin like a general anesthetic; P02791; apoferritin/1-aminoanthracene competitive binding, fluorescence; Potency, µM (highest dose often 77.5 µM), inactives show top-dose activity change, negative = displacement, hits mostly inhibitors; 350,000 compounds, 0.074% hits; also: potency is read from the fitted curve at half-maximal effect; % is scaled to controls: 0 for no effect and ±100 for the full control effect; nearly all actives have a fitted effect of over 20% in size
Target sequence (P02791 2-175 limits assumed): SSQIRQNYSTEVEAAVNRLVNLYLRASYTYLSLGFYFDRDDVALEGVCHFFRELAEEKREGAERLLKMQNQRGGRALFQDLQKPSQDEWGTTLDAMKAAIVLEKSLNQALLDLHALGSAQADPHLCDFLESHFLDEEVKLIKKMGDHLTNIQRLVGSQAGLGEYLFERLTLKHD
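Horse-spleen apoferritin (10 uM) in 50% saturated 1-aminoanthracene in PBS was incubated 10 min at room temperature with compound. Fluorescence (ex 380, em 535 nm) was normalized to free and bound 1-AMA, with concentration-response fitted by a four-parameter Hill equation.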
TRHR ag = TRH receptor (human) agonism. 360,000 compounds, 0.18% hits. AID 493084. TRHR cells, calcium flux fluo-8, FDSS agonist mode. activation, % at 2 µM; in the data active = activation above about 30%; also: 0% is about no effect
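TRHR-expressing cells, plated overnight in medium with 10% serum, were loaded with fluo-8 calcium dye at room temperature. After a 10 s baseline, library compound was pin-added and calcium release was recorded kinetically (ex 480/em 530) as agonist response.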
The depositor's hits bear a star; ? = inconclusive; nt = no result given; [ ] = remark or other dose. Unless noted, calls follow the shape of the dose curve; as a rule, active = well fitted curve in the direction sought with a large enough effect; inconclusive = small, poorly fitted or top-dose-only effect, or another doubt; inactive = no such curve, though single readings can be large; an effect the other way counts as inactive or inconclusive. Only part of the results is shown; rates above refer to the full screens.

SMILES	RXFP1 antagonist	RXFP1 agonist	D2 PAM	TRHR PAM	D1 antag	D1 agonist	D1 potentiator	Apoferritin bind	TRHR ag
CC(c1ccccc1)N1C(=O)c2ccc(C(=O)NCc3cccnc3)cc2C1=O (configuration not stated)	-15	0.2%	-1	-1	-3	8	0	-17%	-1.5
COc1ccc(OCCN2C(=O)c3ccccc3C2=O)c([N+](=O)[O-])c1	4	-2.7%	nt	3	-18	3	1	-16%	1.4
CC(=O)Nc1cc(C(=O)c2ccccc2)ccc1N1CCOCC1	-4	0.0%	-2	-4	-10	3	-1	-8%	0.2
COc1ccc([C@H]2CC(=O)C=C(c3ccc4[nH]ccc4c3)C2)cc1OC	nt	3.3%	6	-2	-7	3	-1	nt	0.0
CC/C(=N\Nc1ccc([N+](=O)[O-])cc1[N+](=O)[O-])c1ccc(O)cc1	6	-3.2%	5	-2	-34*	-1	-8	7%	-1.1
Cc1cc(-c2ccc(C(C)C)c(S(=O)(=O)NCc3ccco3)c2)on1	-23	1.2%	-1	7	-15	1	-7	-11%	-0.8
Cc1cc(Cl)ccc1NC(=O)CN1C(=O)CSc2ccc(S(=O)(=O)N3CCOCC3)cc21	12	18%	8	-6	5	3	-4	0%	-0.5
CC(=O)c1ccc(NS(=O)(=O)c2ccc3ccccc3c2)cc1	nt	-0.2%	nt	-1	1	9	-4	-8%	0.5
CC(C)CN(C(=O)COC(=O)CCN1C(=O)c2ccccc2C1=O)C1CCS(=O)(=O)C1 (configuration not stated)	-5	-0.4%	8	9	2	4	-2	-8%	1.0
COc1ccc(NC(=O)CSc2ccc3nc(-c4ccccc4)cn3n2)cc1OC	-3	?	16	6	-14	-1	-3	52%[activator]	-0.6
COc1ccc(-c2cn[nH]c2N)cc1OC	-3	-1.6%	-4	1	-6	12	1	-19%	-4.1
Cc1nc(C)n(C(C)CNC(=O)c2ccccc2)n1 (configuration not stated)	7	-0.2%	-1	-2	-13	1	-1	-4%	-0.3
COc1ccc(-c2nnc(NC(=O)C3CC3)o2)cc1	-5	1.6%	-9	-7	4	10	2	-5%	0.5
Cc1ccc(S(=O)(=O)NCCCNS(=O)(=O)c2ccccc2[N+](=O)[O-])cc1	4	-1.4%	1	0	8	1	0	-18%	0.1
CC(=O)c1ccc(N2CCN(C(=O)CCC(=O)Nc3ccc4nc(N5CCN(C)CC5)cc(C)c4c3)CC2)cc1	6	4.2%	3	2	-37*	-3	-9	-6%	0.4
CC(C)CC(NC(N)=O)C(=O)OCC(=O)NC(=O)NC1CCCC1 (configuration not stated)	6	0.6%	-1	2	0	4	5	-11%	1.0
CCOc1ccc2nc(NC(=O)c3ccccn3)sc2c1	?	0.0%	-12	11	-5	5	-5	-4%	0.4
CC(C)n1cc(CN2CCC(C(=O)Nc3cccc(-c4cccc(Cl)c4)c3)CC2)cn1	-23	1.3%	-23	4	-21	41*	-4	-18%	2.5
CSc1ncccc1C(=O)Nc1cc(C)ccn1	2	2.9%	13	14	-15	2	4	-2%	-0.2
COc1ccc(-c2noc3c2-c2nc(-c4ccccc4F)sc2CC3)cc1	nt	-1.5%	1	1	-10	1	-4	-11%	0.4

Brought forward from above: four entries; new compounds follow.
SMILES	RXFP1 antagonist	RXFP1 agonist	D2 PAM	TRHR PAM	D1 antag	D1 agonist	D1 potentiator	Apoferritin bind	TRHR ag
CCOc1ccc2nc(NC(=O)c3ccccn3)sc2c1	?	0.0%	-12	11	-5	5	-5	-4%	0.4
CC(C)n1cc(CN2CCC(C(=O)Nc3cccc(-c4cccc(Cl)c4)c3)CC2)cn1	-23	1.3%	-23	4	-21	41*	-4	-18%	2.5
CSc1ncccc1C(=O)Nc1cc(C)ccn1	2	2.9%	13	14	-15	2	4	-2%	-0.2
COc1ccc(-c2noc3c2-c2nc(-c4ccccc4F)sc2CC3)cc1	nt	-1.5%	1	1	-10	1	-4	-11%	0.4
Cc1csc(=O)n1CCC(=O)OCC(=O)NCc1ccc(F)cc1	-2	-0.6%	7	-10	2	1	0	nt	1.3
COc1cc(C(=O)NCC(=O)NCCN2C(=O)S/C(=C\c3ccccc3Cl)C2=O)cc(OC)c1OC	-25	1.1%	-5	31*	3	0	-4	nt	-0.3
NC(=O)c1ccsc1NC(=O)COC(=O)c1ccc([N+](=O)[O-])o1	5	1.8%	8	-4	10	1	-5	nt	0.5
COc1ccc(NC(=O)CSc2ccc3ccccc3c2)cc1S(=O)(=O)N1CCCCC1	22	1.2%	6	-5	-17	0	-2	2%	0.2
COc1ccc(OC)c(-c2cc(C(=O)Nc3c(C)n(C)n(-c4ccccc4)c3=O)no2)c1	1	0.0%	8	0	16	2	-5	-15%	0.2
O=C(Nc1ccc(Cl)c(S(=O)(=O)N2CCCCC2)c1)c1cnccn1	4	1.8%	8	3	11	0	-4	nt	-0.3
CC(C)Cn1c(N)c(C(=O)COC(=O)CCNS(=O)(=O)c2ccccc2)c(=O)n(C)c1=O	-18	0.4%	1	0	3	3	-7	nt	0.0
COc1cc(OC)cc(C(=O)OCC(=O)NCCCc2ccccc2)c1	-8	-0.7%	4	5	14	2	1	-6%	0.3
COc1cccc(/C=N/NC(=O)c2ccc([N+](=O)[O-])cc2Cl)c1O	-12	0.1%	-1	5	1	0	9	1%	0.4
CCOc1ccccc1N=c1oc2cc(O)ccc2cc1C(=O)NCC1CCCO1 (configuration not stated)	-11	3.5%	3	-6	nt	8	-4	248%[activator]	2.7
COc1ccc(S(=O)(=O)N2CCC3(CC2)OCCN3S(=O)(=O)c2cccs2)cc1OC	-1	2.9%	-3	7	-5	17	-1	nt	0.0
CN(C)CCCN(C(=O)c1ccc(S(=O)(=O)N2CCc3ccccc32)cc1)c1nc2ccc(F)cc2s1	1	1.9%	-5	-3	0	6	-5	?	0.6
COC(=O)/C(C#N)=C/N(C)C	12	3.5%	4	3	13	2	2	-3%	0.1
N#Cc1c(-c2ccc(Cl)cc2Cl)nc2n(c1=O)CCS2	-11	2.4%	6	-3	-23	1	-13	-20%	-0.1
Cc1ccc(OCCn2nnc3ccccc32)cc1C	-2	-0.7%	-4	3	-13	9	-10	?	0.3
CC(C)Oc1ccc(S(=O)(=O)N2CCOCC2)cc1NC(=O)Cc1cccs1	0	-0.1%	nt	-6	4	0	-3	nt	-0.8
CCc1ccc(S(=O)(=O)c2nnn(-c3cccc(C)c3)c2N)cc1	nt	13%	6	-1	-30*	64*	1	-4%	5.7
Cc1cc(Nc2cccc(C(F)(F)F)c2)nc2ccc(NC(=O)c3cccnc3)cc12	-72*	6.4%	6	12	-13	-1	-5	1%	-0.7
CC(=O)N1CCCc2cc(S(=O)(=O)N3CCC(C(=O)Nc4cccc(Cl)c4C)CC3)ccc21	-25	3.5%	-8	-4	-12	-1	-6	2%	-0.6
Cc1c(C(=O)N2CCCCC2)c(S(=O)(=O)Nc2ccc(F)cc2F)c(C)n1C	11	0.6%	5	3	-11	8	-4	-8%	0.2
CCOC(=O)Cn1c(-c2cccnc2Cl)nc2ccccc21	8	-0.9%	7	11	16	2	0	6%	0.0
Cc1ccc(CNC(=O)C2CC(=O)N(C3CCCCCCC3)C2)cc1 (configuration not stated)	nt	-0.8%	7	5	-1	2	5	?	-0.2
CCC(=O)NC(=S)NNC(=O)COc1ccc(Br)cc1	3	0.9%	-1	-6	-26	1	2	-5%	0.3
Cc1noc2ncnc(Oc3ccccc3Cl)c12	3	0.4%	7	4	nt	-1	-4	-14%	-1.1
C=CCn1c(-c2ccc3[nH]c(C)c(C)c3c2)n[nH]c1=S	-15	3.4%	19	-4	-4	7	-3	-18%	0.4
CCC(c1nnnn1Cc1cccs1)N1CCN(C2CCCC2)CC1 (configuration not stated)	2	1.4%	10	-7	-7	0	-1	-15%	0.7
CCOC(=O)c1cnc(SCC(=O)Nc2ccc(N3CCOCC3)c(Cl)c2)nc1N	-15	-0.2%	10	10	-10	15	-3	-21%	0.0
COc1ccccc1CNc1nc2c(S(=O)(=O)c3ccccc3)nnn2c2ccc(Cl)cc12	-12	7.1%	-8	0	15	1	4	-13%	0.7
CCn1c(SCC(=O)Nc2ncc(C(F)(F)F)cc2Cl)nnc1-c1ccccc1	7	-0.1%	5	15	-26	6	-1	-20%	-0.6
O=C(CCNS(=O)(=O)c1ccc(Cl)cc1)N1CCCCCC1	-5	2.7%	-2	-3	27	3	-3	-7%	0.1
Cc1ccc2cccc(OC(=O)c3ccc4c(c3)OCCO4)c2n1	0	0.0%	nt	-4	-7	3	-5	?	0.6
CC(C)Nc1nnc(Sc2ccc(Cl)cc2[N+](=O)[O-])s1	6	-1.9%	nt	-3	-1	0	15	-4%	-0.2
COc1ccc(OC)c(CCNc2nc3ccccc3c3nc(-c4cccnc4)nn23)c1	0	?	11	-1	6	1	-4	4%	0.4
CCCCn1c2nc3ccccc3nc2c2c(=O)n(CCC)cnc21	-28	-0.6%	-2	-5	10	5	3	-7%	-0.5
CCn1c(=O)cc(SCC(=O)NCc2ccccn2)c2ccccc21	27	5.9%	3	-2	3	3	-7	-11%	-0.3
CCCNc1nc(Cl)nc(Nc2ccc(Cl)cc2)n1	-14	4.9%	2	-4	-9	1	-5	-17%	0.6

Structural class: those above containing a thiophene ring, fused or not
SMILES	RXFP1 antagonist	RXFP1 agonist	D2 PAM	TRHR PAM	D1 antag	D1 agonist	D1 potentiator	Apoferritin bind	TRHR ag
NC(=O)c1ccsc1NC(=O)COC(=O)c1ccc([N+](=O)[O-])o1	5	1.8%	8	-4	10	1	-5	nt	0.5
COc1ccc(S(=O)(=O)N2CCC3(CC2)OCCN3S(=O)(=O)c2cccs2)cc1OC	-1	2.9%	-3	7	-5	17	-1	nt	0.0
CC(C)Oc1ccc(S(=O)(=O)N2CCOCC2)cc1NC(=O)Cc1cccs1	0	-0.1%	nt	-6	4	0	-3	nt	-0.8
CCC(c1nnnn1Cc1cccs1)N1CCN(C2CCCC2)CC1 (configuration not stated)	2	1.4%	10	-7	-7	0	-1	-15%	0.7
